KDM5B inh: KDM5B demethylase inhibition; Q9UGL1; KDM5B demethylase, FDH-coupled NADH fluorescence (FDH is formaldehyde dehydrogenase); Potency, µM (doses to about 57.7 µM), for inactives: at the top dose activity change, negative = inhibition, most hits filed as inhibitors; 2.6% of 220,000 active; AID 1347165; active means well fitted inhibition curve with a large enough effect; inconclusive means small, poorly fitted or top-dose-only effect; inactive means no such curve, though single readings can be large or run the other way; further: 0% is about no effect; nearly all actives have a fitted effect of over 70% in size
Target sequence (Q9UGL1 whole entry, looked up): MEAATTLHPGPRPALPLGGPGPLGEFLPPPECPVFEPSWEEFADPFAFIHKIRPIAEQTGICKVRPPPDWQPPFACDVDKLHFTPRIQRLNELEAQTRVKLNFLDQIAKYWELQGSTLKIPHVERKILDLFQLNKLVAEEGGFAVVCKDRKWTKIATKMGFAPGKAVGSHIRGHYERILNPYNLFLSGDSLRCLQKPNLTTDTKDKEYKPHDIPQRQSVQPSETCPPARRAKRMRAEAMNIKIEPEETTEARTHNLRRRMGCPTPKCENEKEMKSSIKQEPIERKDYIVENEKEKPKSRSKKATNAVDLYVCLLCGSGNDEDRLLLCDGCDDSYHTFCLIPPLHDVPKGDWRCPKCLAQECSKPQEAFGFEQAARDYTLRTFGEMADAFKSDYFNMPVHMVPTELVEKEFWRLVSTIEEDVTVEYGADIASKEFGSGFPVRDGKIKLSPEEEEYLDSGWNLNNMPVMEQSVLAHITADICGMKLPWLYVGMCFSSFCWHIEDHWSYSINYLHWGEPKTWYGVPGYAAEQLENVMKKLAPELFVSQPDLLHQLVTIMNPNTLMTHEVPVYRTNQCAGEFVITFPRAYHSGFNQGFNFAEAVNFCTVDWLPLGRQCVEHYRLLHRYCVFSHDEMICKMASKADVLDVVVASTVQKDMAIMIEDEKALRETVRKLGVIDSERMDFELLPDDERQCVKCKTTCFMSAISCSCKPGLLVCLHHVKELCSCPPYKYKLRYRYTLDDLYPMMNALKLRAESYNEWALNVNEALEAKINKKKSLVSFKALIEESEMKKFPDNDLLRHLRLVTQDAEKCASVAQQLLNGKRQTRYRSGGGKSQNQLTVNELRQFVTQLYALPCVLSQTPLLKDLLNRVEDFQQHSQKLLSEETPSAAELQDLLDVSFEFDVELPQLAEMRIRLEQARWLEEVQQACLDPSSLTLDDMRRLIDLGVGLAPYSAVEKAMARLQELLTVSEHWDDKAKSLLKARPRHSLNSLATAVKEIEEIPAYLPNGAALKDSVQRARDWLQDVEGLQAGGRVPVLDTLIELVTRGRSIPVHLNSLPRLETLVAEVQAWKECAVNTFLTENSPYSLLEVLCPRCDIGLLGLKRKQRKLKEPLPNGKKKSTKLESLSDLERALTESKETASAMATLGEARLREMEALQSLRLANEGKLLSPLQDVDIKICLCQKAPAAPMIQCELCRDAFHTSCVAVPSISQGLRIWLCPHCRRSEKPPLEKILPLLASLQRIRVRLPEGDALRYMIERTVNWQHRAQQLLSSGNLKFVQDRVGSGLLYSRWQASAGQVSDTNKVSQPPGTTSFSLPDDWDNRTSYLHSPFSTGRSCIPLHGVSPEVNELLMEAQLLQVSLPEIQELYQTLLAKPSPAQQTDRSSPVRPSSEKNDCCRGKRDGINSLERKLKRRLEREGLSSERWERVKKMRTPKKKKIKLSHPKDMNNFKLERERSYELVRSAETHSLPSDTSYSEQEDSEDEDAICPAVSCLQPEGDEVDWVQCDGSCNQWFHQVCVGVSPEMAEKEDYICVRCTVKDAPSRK
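Measured: NADH fluorescence change, 30 min, RT. System: KDM5BΔAP 200 nM final, H3K4me3 peptide, α-KG, Fe(II), ascorbate, NAD⁺ plus FDH, pH 7.5 HEPES. Compounds: titrated, 10 min pre-incubation with enzyme.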
An asterisk follows results filed as active; ? = inconclusive; [ ] = dose if it differs, or a comment. Potency means the concentration at half of the fitted maximal effect. An excerpt (hit frequency here may not be typical).

A first look:
SMILES	KDM5B inh
COCCCNc1nc2ccccc2nc1NS(=O)(=O)c1cccc(C)c1	?
O=c1[nH]cccc1-c1nc2ccccc2n1Cc1ccc(F)cc1	?
c1ccc(-c2nc(NCCN3CCOCC3)c3ccccc3n2)cc1	12%

The whole of this part, repeating the preview:
SMILES	KDM5B inh
COCCCNc1nc2ccccc2nc1NS(=O)(=O)c1cccc(C)c1	?
O=c1[nH]cccc1-c1nc2ccccc2n1Cc1ccc(F)cc1	?
c1ccc(-c2nc(NCCN3CCOCC3)c3ccccc3n2)cc1	12%
COCC(=O)NC[C@H]1O[C@@H](CC(=O)NCCN(C)C)[C@H](O)[C@@H]1O	3%[86.2 µM]
CCCCC(CC)C(=O)Nc1c(CC)cccc1CC (stereo not drawn)	5%
O=C(COC(=O)c1cc(=O)c2ccccc2o1)NCc1ccc(Cl)cc1	6%
COCC(=O)NC[C@H]1O[C@@H](CO)[C@@H](O)[C@H]1N1CCN(c2ccc(F)cc2)CC1	-18%
Cc1ccc(C(=O)N2CCC(CCC(=O)N3CCc4ccccc4C3)CC2)cc1	-21%
Cc1ccc([S+](=O)([O-])N(C)Cc2ccc(-c3ccccc3)cc2)cc1	-14%
CCOc1ccc(NC(=O)c2ccc(Cn3nc(C)cc3C)o2)cc1	12%
Cc1csc(CNC(=O)c2nccnc2N)n1	?
O=C1CSc2ccc(C(=O)NOCc3ccccc3)cc2N1	12%
COC(=O)c1sc2cccc(F)c2c1S(=O)(=O)NCc1ccc(F)cc1	?
COc1ccc(NC(=O)Cn2cc(C(=O)c3ccc(C)c(C)c3)c(=O)c3cc(OC)ccc32)cc1	-37%
COc1ccc(CN2CCc3nc(Nc4ccccc4)ncc3C2)c(OC)c1OC	?
Cc1cccn2c(=O)cc(COc3cccc(NC(=O)Nc4cccc(Cl)c4)c3)nc12	?
COc1ccc(OCCCn2c(C3CC(=O)N(c4ccc(F)cc4)C3)nc3ccccc32)cc1 (stereo not drawn)	?
Cc1ccc(-c2csc(=Nc3ccc(F)cc3)n2Cc2ccc3c(c2)OCO3)cc1C	?
CN(C)c1ccc(Nc2ncnc3sc4c(c23)CCCC4)cc1	?
COc1cc(OC)c(-n2nnc(-c3nc(-c4ccc(C)cc4)no3)c2C)cc1Cl	2%
Cc1sc2ncnc(OCC(=O)Nc3ccc(S(=O)(=O)N4CCCC4)cc3)c2c1C	9%
Cc1cnc(C(=O)N2CCC(N3C[C@H](O)C[C@H]3C(=O)NC3CCCCC3)CC2)cn1	?
COc1ccc(-c2ccc3c(c2)C(=O)N2CCN(C(=O)c4cccnc4)C[C@@H]2C(=O)N3)cc1	?
O=C(NCCCN1CCN(c2ccc(F)cc2)CC1)c1ccc2nc(Cc3ccccc3)oc2c1	-29%
Cc1ccc(Cl)cc1N1CCN(Cc2nc3c([nH]2)c(=O)n(C)c(=O)n3C)CC1	5%
COc1cc(-n2c(=O)c3ccccc3n(Cc3cccc(Cl)c3)c2=O)cc(OC)c1OC	-11%
COc1cccc(CNC(=O)c2[nH]c3cc(C)ccc3c2Sc2ccccc2)c1	1%
COC[C@@H]1CCCN1c1ncnc2c1CN(C1CCNC1)C(=O)CN2C (stereo partly drawn)	?
CN(C)c1ccc(C(=O)N2CCN(c3cc(-c4cccs4)[nH]n3)CC2)cc1	-22%
COc1cccc(NC(=O)c2nnn(Cc3nc(-c4ccc(OC)c(OC)c4)oc3C)c2N)c1	-28%
COc1ccc(C(=O)Oc2ccc3c(=O)c(-c4ccccc4)c(C)oc3c2)cc1	15%
CCOc1ccccc1N(CC(=O)N1CCN(C)CC1)S(=O)(=O)c1ccc(Cl)cc1	-1%
Cc1oc(C(O)c2cccc(O)c2)nc1C(=O)Nc1ccccc1 (stereo not drawn)	?
COC(=O)c1ccc2c(c1)nc1n2[C@@H](CNS(=O)(=O)c2ccccc2)COC1	5%[86.2 µM]
Cc1ccc(S(=O)(=O)C(CNS(=O)(=O)c2ccc(Cl)cc2)c2cccnc2)cc1 (stereo not drawn)	4%
O=C(NCCn1ccn2nc(-c3ccc(F)cc3)cc2c1=O)c1cc(Cl)ccc1F	?
Fc1ccc(OCc2nc(C3CCCN3)no2)cc1 (stereo not drawn)	-27%
Cc1cc([N+](=O)[O-])ccc1N=Cc1ccc(C#Cc2ccccc2)cc1	?
Fc1ccc(CCC2CCCN(Cc3nccs3)C2)cc1F (stereo not drawn)	-24%
CC(C)C[C@H](N)c1nnc(SCc2ccc(Cl)cc2)o1	-7%
c1ccc(-c2csc(Nc3ccccn3)n2)cc1	-7%
C[C@@H](NC(=O)c1ccccc1)c1onc(-c2cccnc2)c1C(=O)O	6%[86.2 µM]
Cn1nc(C(=O)N2CCCCCC2c2nnc(-c3ccccc3)o2)c2ccccc21 (stereo not drawn)	-16%
CC(C)C(=O)NCc1ccc(-c2nc3ccccc3s2)cc1	-27%
COc1cc(NC(=O)Cn2c(=O)n(CC3CCCO3)c(=O)c3cc(OC)c(OC)cc32)cc(OC)c1 (stereo not drawn)	?

A draw from above in order of heavy-atom count, rising.
SMILES	KDM5B inh
c1ccc(-c2csc(Nc3ccccn3)n2)cc1	-7%
Fc1ccc(OCc2nc(C3CCCN3)no2)cc1 (stereo not drawn)	-27%
CC(C)C[C@H](N)c1nnc(SCc2ccc(Cl)cc2)o1	-7%
CC(C)C(=O)NCc1ccc(-c2nc3ccccc3s2)cc1	-27%
COC(=O)c1ccc2c(c1)nc1n2[C@@H](CNS(=O)(=O)c2ccccc2)COC1	5%[86.2 µM]
Cc1ccc(S(=O)(=O)C(CNS(=O)(=O)c2ccc(Cl)cc2)c2cccnc2)cc1 (stereo not drawn)	4%
CCOc1ccccc1N(CC(=O)N1CCN(C)CC1)S(=O)(=O)c1ccc(Cl)cc1	-1%

The listing continues.
SMILES	KDM5B inh
CN1CC(=O)N(C2CCNCC2)Cc2c(NC3CCC3)ncnc21	?
CC(C)C(=O)Nc1ccc2c(C(C(=O)O)N3CCN(C)CC3)c[nH]c2c1 (stereo not drawn)	-3%
O=C(C1CCN(S(=O)(=O)c2ccc(Br)s2)CC1)N1CCN(c2ccc(F)cc2)CC1	-6%
COc1ccccc1C(=O)N1CCc2nc(C3CC3)nc(-c3ccc(Cl)cc3)c2C1	-2%[115 µM]
O=C(CN1C(=O)NC(c2ccc(Cl)cc2)C2=C1COC2=O)Nc1cccc(C(F)(F)F)c1 (stereo not drawn)	-18%
O=C(Cn1nc(-c2cccs2)c2ccccc2c1=O)NCC(F)(F)F	5%
Cc1ccc(S(=O)(=O)N(CC(=O)NCc2ccccn2)c2ccc(Cl)cc2)cc1	23%
CCOc1ccc(NC(=O)C(C)Oc2cc(C)cc(C)c2)c2cccnc12 (stereo not drawn)	-22%
COc1ccccc1C(=O)N1CC(Oc2ccc(-c3nc(C)no3)cc2)C1	-7%
COc1ccc(S(=O)(=O)N(CCc2ccccc2)CC(=O)Nc2cc(Cl)ccc2C)cc1	-15%
COc1ccc(CNC(=O)CCc2ncc(-c3c(F)cccc3F)o2)cc1	3%
Cc1ccc(NC(=O)Cn2ccn(Cc3ccc(Cl)cc3)c(=O)c2=O)cc1C	-18%
CN(Cc1ccccc1)C(=O)[C@H]1O[C@H](CCN2CCN(c3ccc(F)cc3)CC2)CC[C@@H]1O	-15%
Cc1oc(-c2ccc(C(=O)Nc3cccc(C(F)(F)F)c3)cc2)nc1CSc1ccccc1	1%
COc1cc2c(C(=O)N3CCN(c4ccc(F)cc4)CC3)cn(CC(C)C)c(=O)c2cc1OC	-19%
CCN(CC)CCNC(=O)C(C)c1n[nH]c(=O)c2ccccc12 (stereo not drawn)	22%
O=C(Nc1ncn(Cc2cccc(F)c2)n1)c1cc(S(=O)(=O)N2CCCC2)c(Cl)cc1Cl	16%
CC(C)CCNc1nc(-c2ccc(S(C)(=O)=O)cc2)cs1	?
O=c1c2c3c(sc2nc2c4ccccc4c(N4CCCCC4)nn12)CCC3	5%
COc1cccc(CNC(=O)CCC2CCN(C(=O)c3ccccc3)CC2)c1OC	24%
O=C(Nc1ccc(Nc2ccccc2)cc1)c1cc[n+]([O-])cc1	5%
CC(=O)N1N=C(c2ccco2)CC1c1cc2ccc(C)cc2nc1Cl (stereo not drawn)	-14%
C=C(C)CN1CCN(CCC(=O)O)CC1	4%
c1ccc2sc(CCCn3cc(-c4cncnc4)nn3)nc2c1	-10%
OC1CCN(c2ccnc(N3CC[C@@H](c4ccc5c(c4)OCO5)[C@H](O)C3)n2)CC1	3%
O=C(NCC(c1ccc2c(c1)OCO2)N1CCOCC1)c1c(F)cccc1F (stereo not drawn)	?
CCOCC(=O)Nc1ccc2ncnc(N3CCCCC3)c2c1	-21%
CCCCNC(=O)c1cccc2c1CCN2S(=O)(=O)c1cccc(C)c1	3%
Cc1[nH]c2c(F)cccc2c1CC(=O)N1CCCC2(CC1)CN(C)C(=O)O2 (stereo not drawn)	0%
Cc1ccsc1-c1[nH]nc2ncc(-c3c(C)noc3C)nc12	127%[activator][86.2 µM]
COc1ccc(-n2c(=O)c3ccccc3n(CC(=O)NCCc3ccc(OC)c(OC)c3)c2=O)cc1	7%
COc1cccc(NC(=O)Cn2c(=O)c3c(ncn3Cc3ccccc3)n(Cc3ccccc3)c2=O)c1	6%
CNC(=O)CN1C(=O)c2cccnc2Sc2ccccc21	-19%
CCCCc1c(C)[nH]c2c(C)cccc2c1=S	-27%
COc1ccccc1N1CCN(C(=O)CC[C@]23CC[C@](C)(O)C[C@H]2C(C)(C)C[C@@H]3NC(=O)c2cccnc2)CC1	50%[activator]
CCOC(=O)c1c(NC(=O)CCCOc2ccc(C(C)(C)C)cc2)sc2c1CCC2	-26%
Cc1ccc(OCC(O)Cn2c(N3CCCCC3)nc3c2c(=O)[nH]c(=O)n3C)cc1 (stereo not drawn)	19%
COc1ccc(CCC(=O)NCc2nc3cccnc3n2Cc2ccccc2)cc1	-11%
CO[C@@H]1COCC[C@H]1NC(=O)CCCc1nc(-c2ccccc2C)no1	-1%
Cc1nc(C2(C)CCN(C(=O)CCc3cc(Cl)no3)CC2)no1	-22%
Cc1cc(C(=O)COC(=O)COc2ccccc2C#N)c(C)n1CC1CCCO1 (stereo not drawn)	-9%
N#Cc1cccc(OCc2ccc(C#N)cc2F)c1	13%
CC(=O)Nc1cccc(C(=O)N2CCC(n3cc(-c4nc(C)no4)nn3)C2)c1 (stereo not drawn)	18%
Cc1nn(-c2ccc(C(C)(C)C)cc2)c(C)c1[C@@H]1C=C[C@@H](NC(=O)CCCC(=O)O)C1	13%[86.2 µM]
Cn1c(=O)c2sccc2n2c(CCCC(=O)N3CCN(c4ccccc4F)CC3)nnc12	0%

A stretch from the list above:
SMILES	KDM5B inh
CC(=O)Nc1cccc(C(=O)N2CCC(n3cc(-c4nc(C)no4)nn3)C2)c1 (stereo not drawn)	18%
Cc1nn(-c2ccc(C(C)(C)C)cc2)c(C)c1[C@@H]1C=C[C@@H](NC(=O)CCCC(=O)O)C1	13%[86.2 µM]
Cn1c(=O)c2sccc2n2c(CCCC(=O)N3CCN(c4ccccc4F)CC3)nnc12	0%

Following part:
SMILES	KDM5B inh
O=C1CCC(C(=O)N2CCOCC2)CN1CCCc1ccccc1 (stereo not drawn)	22%
O=C(Nc1ccccc1)N1CCC(Oc2ccccc2-c2nc(-c3cnccn3)no2)C1 (stereo not drawn)	-19%
CC(C)c1cccc(NC(=O)c2ccc(CN3C(=O)NC4(CCOCC4)C3=O)cc2)c1	-19%
O=C(/C=C/c1cnc2ccccc2n1)NC1CCCCCC1	-27%
CC(C)c1cccc(NC(=O)c2cc3n(n2)CC(c2ccc(Cl)cc2)OC3)c1 (stereo not drawn)	?
Cc1ccsc1C(=O)N1CCN(C(=O)c2nnn3c2COC(c2ccc(Cl)cc2)C3)CC1 (stereo not drawn)	-1%
COc1ccccc1/C=C1\Oc2cc(OS(C)(=O)=O)ccc2C1=O	5%
CC(=O)N1C=Cc2ccccc2C1CC(=O)Nc1cccc(S(=O)(=O)N2CCOCC2)c1 (stereo not drawn)	9%
Cc1oc2cc(OS(C)(=O)=O)ccc2c(=O)c1-c1ccc(Br)cc1	15%
COc1cccc(C(=O)N2CCn3c(nn(-c4ccc(C)cc4)c3=O)C2)c1	-18%
O=C(CSc1cnc2ccccc2n1)OCc1cccc2ccccc12	6%
CO[C@H]1C(=O)N(C(C)C)[C@H]1C1CCN(C(=O)Cn2ccnc2)CC1	20%
COc1cc(-c2noc(C3CC(=O)N(c4cc(C)ccc4C)C3)n2)cc(OC)c1OC (stereo not drawn)	-13%
O=C(c1ccncc1)N1CCCC(Cc2nc(C3CCOCC3)no2)C1 (stereo not drawn)	?
COc1ccc(Br)cc1COc1ccc(C(C)=O)cc1OC	13%

Another view of two compounds above.
| Structure | KDM5B inh |
| --- | --- |
| COc1cccc(C(=O)N2CCn3c(nn(-c4ccc(C)cc4)c3=O)C2)c1 | -18% |
| COc1ccccc1/C=C1\Oc2cc(OS(C)(=O)=O)ccc2C1=O | 5% |

Additional structures follow.
SMILES	KDM5B inh
Cc1ccc(C(=O)N2c3nc(-c4ccco4)nn3C3(CCCCC3)[C@@H]3CCCC[C@@H]32)cc1	?
O=C1CC2CCN(Cc3ccc(F)cc3)CC2CCN1 (stereo not drawn)	?
Cc1n[nH]c(C)c1S(=O)(=O)N1CCN(C)CC1	13%
CCOC(=O)C1CCN(C2CCN(C(=O)c3oc4c(C)c(C)ccc4c3C)CC2)CC1	-7%
COc1cccc(C(=O)N2CCC(n3cc(-c4nc(-c5ccccc5)no4)nn3)C2)c1 (stereo not drawn)	-14%
Cc1cc(C)n2nc(C(=O)NCC3COc4ccccc4C3)cc2n1 (stereo not drawn)	22µM*
